# MITF TRPM1 HTS – activators of MITF-driven TRPM1 promoter activity in SK-MEL-5 cells | activation, % at 12.5 µM | actives 0.75% (n = 300,000) | SK-MEL-5 TRPM1-promoter luciferase, 24 h; % of positive control, neutral wells = 0;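 active = mean activation of at least 80% with every replicate also reaching 80%; inconclusive = mean reaches 80% but some replicate falls short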;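 note: 0% = neutral control wells and 100% = parthenolide positive control wells; values of inactives mirror those of a sister screen read the other way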
# Wnt act – activators of Wnt/beta-catenin signaling | actives 1.2% (n = 300,000) | AID 743398 | activation, % at 9.35 µM | Wnt/beta-catenin reporter cell assay, activator, plate reader; in the data active = activation above about 30%, passing the limit was not always enough; inconclusive = no clear call, values can overlap the other calls;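 note: 0% = neutral control wells and 100% = positive control wells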
# RTF Ca sens act – cardiac RTF calcium sensitization | AID 493008 | IANBD-labeled TnC RTF fluorescence at EC20 calcium; 0% EC20 calcium, 100% full calcium | actives 0.24% (n = 340,000) | activation, % at 7.2 µM;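 active = activation above the mean over all tested compounds plus 3 SD, cut at about 30% in these data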;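 note: rise in fluorescence read as greater calcium sensitivity of cardiac thin filaments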
# SR-BI uptake up – enhances SR-BI lipid uptake from DiI-HDL; CHO ldlA[mSR-BI] cells, DiI-HDL uptake fluorescence, 3 h; 100 = double the neutral-control signal; activation, % at 12.5 µM; actives 0.096% (n = 320,000); AID 504775;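 active = mean replicate activation of at least 60% and every replicate at or above 60%; inconclusive = mean or all-replicate condition met, but not both; inactive = mean below 60% and not all replicates reaching 60%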;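 note: 0% = median plate neutral-control signal and 100% = twice that signal; values of inactives mirror those of a sister screen read the other way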
#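 system = CHO ldlA[mSR-BI] cells, LDL receptor-null, SR-BI overexpressing | medium = Ham's F12 with 0.5% BSA, HEPES 25 mM, pH 7.4 | probe or stimulus = DiI-HDL 10 µg/mL | compound dosing = single-point compound dose | incubation = compound exposure 3 h, 37 °C | technique = DiI fluorescence, bottom read | read-out = cell-associated DiI fluorescence as measure of HDL uptake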
# Rtt109 Vps75 – inhibitors of Candida albicans Rtt109/Vps75 histone acetyltransferase. purified Rtt109/Vps75, ThioGlo CoA-SH fluorescence, 4 h. Q5AAJ8. actives 0.16% (n = 330,000). inhibition, % at 34.9 µM;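 active = inhibition of at least 50% in every replicate; inconclusive = best replicate reaches 50% inhibition but some replicates fall short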
# PvdQ acylase – blocks Pseudomonas aeruginosa PvdQ acylase activity | actives 0.063% (n = 340,000) | purified PvdQ acylase, fluorescence plate reader | AID 488965 | inhibition, % at 10 µM; in the data active = inhibition above about 30%, passing the limit was not always enough; inconclusive = no clear call, values can overlap the other calls;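 note: 0% = vehicle neutral wells and 100% = reference inhibitor wells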
# dFosB act – activators of mouse delta FosB homodimer; activation, % at 25 µM; P13346; actives 0.99% (n = 340,000); purified delta FosB, TAMRA-CDK5 oligo fluorescence polarization; percent of positive-control signal above neutral wells;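 active = mean activation above about 17%, with every replicate also reaching it, limit read from the data, passing the limit was not always enough; inconclusive = only one of the two conditions met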;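 note: fluorescence polarization rise as delta FosB binds a TAMRA Cdk5 AP-1 oligo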
# Target sequence (P13346 whole entry, looked up): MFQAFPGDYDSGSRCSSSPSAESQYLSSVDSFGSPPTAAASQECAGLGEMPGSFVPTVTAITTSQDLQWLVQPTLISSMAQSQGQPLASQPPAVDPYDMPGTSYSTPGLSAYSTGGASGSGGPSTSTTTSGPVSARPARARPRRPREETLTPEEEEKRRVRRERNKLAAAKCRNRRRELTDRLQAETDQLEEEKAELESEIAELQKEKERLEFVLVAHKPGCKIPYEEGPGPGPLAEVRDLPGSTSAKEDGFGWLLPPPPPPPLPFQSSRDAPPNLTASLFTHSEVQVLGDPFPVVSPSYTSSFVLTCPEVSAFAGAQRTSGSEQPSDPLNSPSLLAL
# HTR5A ag ctr – activates human HTR5A in OPRM1-OPRD1 agonist counter-screen. P47898. HTR5A agonist assay, luminescence, cell-based. activation, % at 9.3 µM. actives 0.61% (n = 340,000). AID 504692; in the data active = activation mostly above about 9.5%, no sharp cut-off; inactive = mostly below about 7.6%;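 note: 0% = cells with vehicle only and 100% = reference agonist; strong numbers were not always called active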
# CDK5 p35 inh – CDK5/p35 (human) kinase inhibition. actives 0.01% (n = 330,000). Recombinant CDK5/p35, ADP-Glo luminescence, 60 min. Q00535+Q15078. inhibition, % at 10 µM. AID 488839;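 active = highest replicate inhibition of at least 50% and at least 75% of replicates reaching 50%; inconclusive = only one of the two criteria met; inactive = both criteria failed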;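 note: plate controls were DMSO neutral control for no effect and GW8510 at 10 µM for full effect; many of its hits are not listed in these tables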
# SR-BI DiI inh – blocks mouse SR-BI lipid uptake from DiI-HDL. Q61009. ldlA[mSR-BI] CHO cells, DiI-HDL uptake fluorescence, 3 h. inhibition, % at 12.5 µM. actives 0.96% (n = 320,000);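 active = mean replicate inhibition of at least 70% and a set share of replicates each scoring 70 or more; inconclusive = meets just one of the two criteria; inactive = fails both criteria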;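 note: 0% = median of neutral control wells and 100% = median of positive control wells; values of inactives mirror those of a sister screen read the other way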
# Target sequence (Q61009 whole entry, looked up): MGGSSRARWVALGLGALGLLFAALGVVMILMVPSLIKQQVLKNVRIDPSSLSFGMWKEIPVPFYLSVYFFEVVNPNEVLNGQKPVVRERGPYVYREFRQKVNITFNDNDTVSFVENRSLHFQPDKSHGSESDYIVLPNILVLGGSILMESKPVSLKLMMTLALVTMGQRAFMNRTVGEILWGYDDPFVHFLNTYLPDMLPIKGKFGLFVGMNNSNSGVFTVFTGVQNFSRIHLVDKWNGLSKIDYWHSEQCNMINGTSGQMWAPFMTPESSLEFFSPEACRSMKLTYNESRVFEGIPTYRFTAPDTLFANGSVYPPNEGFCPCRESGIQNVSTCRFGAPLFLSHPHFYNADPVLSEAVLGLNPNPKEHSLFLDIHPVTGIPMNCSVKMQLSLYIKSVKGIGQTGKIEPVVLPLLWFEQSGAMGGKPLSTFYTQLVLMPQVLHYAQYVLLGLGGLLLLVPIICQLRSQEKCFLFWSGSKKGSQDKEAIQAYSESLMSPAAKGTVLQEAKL
# Active calls of the source: *; ? = inconclusive; . = no result given. Rows are unselected. About 4.4% of those tested had a hit in this group.
SMILES,MITF TRPM1 HTS,Wnt act,RTF Ca sens act,SR-BI uptake up,Rtt109 Vps75,PvdQ acylase,dFosB act,HTR5A ag ctr,CDK5 p35 inh,SR-BI DiI inh
CCOc1ccc(OCCC(=O)OCC(=O)Nc2cccc(S(=O)(=O)N3CCCCC3)c2)cc1,.,-3,-6,7,0,7,-10,-2,-1.3,-7
C=CCN(C(=O)c1csnn1)C(C(=O)NC1CCCC1)c1ccccc1F (stereo not drawn),19,-6,-6,10,1,-3,-4,-1,0.5,-10
COc1ccc(CN(CCC(c2ccccc2)c2ccc(OC(C)C)cc2)C(=O)CCl)cc1OC (stereo not drawn),-107,-2,2,44,4,-7,-16,52*,-0.6,-44
CN(Cc1nc(-c2cnccn2)no1)Cc1n[nH]c2c1CCCC2,-3,-1,5,23,-7,14,-4,1,0.5,-23
C=CCn1c(C)nc2c(sc3nc4c(cc32)COC(C)(C)C4)c1=O,66,46*,6,6,-18,-13,-20,-1,-0.5,-6
CCN(Cc1nc2ccccc2c(=O)[nH]1)C(=O)c1cccc(OCc2c(C)noc2C)c1,-3,-4,-2,-18,0,-19,-5,-2,1.1,18
Cc1cc(C)c2c(N)c(C(=O)NC3CCCC3)sc2n1,29,10,8,-3,-1,-13,-14,0,-0.2,3
CCCCC(=O)N1CCN(c2nc3ccc(F)cc3s2)CC1,35,1,-4,8,24,7,-4,4,-1.5,-8
Cn1nc(C(F)(F)F)c(-c2cccc(C(F)(F)F)c2)c1NC(=O)CSCC(=O)O,-13,5,10,-1,20,3,2,1,0.3,1
CN(CC(=O)NC(=O)NCc1ccccc1)Cc1ccc(Cl)c(Cl)c1,-5,-3,12,21,-8,-5,-9,4,-3.0,-21
O=C1N=C(N2CCOCC2)S/C1=C\C=C/c1ccccc1,.,.,-5,-8,7,7,-6,-5,0.9,8
CCOc1ccc(CCNC(=O)CCC(=O)N2CCOc3ccc(C)cc32)cc1OCC,.,-2,-2,-48,-2,10,-10,1,-0.6,48
CCOC(=O)Cn1ccc(NC(=O)COc2ccc(F)cc2)n1,0,2,-5,0,2,0,-3,2,-0.7,0
CS(=O)(=O)/C(C#N)=C/c1c(-c2ccccc2)nc2n1CCS2,.,6,.,-2,-2,-5,5,.,0.7,2
CC(C)C(NS(=O)(=O)c1cccc(C(F)(F)F)c1)C(=O)N1CCc2ccccc2C1 (stereo not drawn),2,-1,1,.,7,-14,-6,-7,-1.9,.
Cc1ccc2c(C(=O)CN3CCCC3)c(C)[nH]c2c1,-2,.,-1,-16,-3,-3,5,-6,-0.6,16
Cn1c(CNC(=O)CNC(=O)c2cccc(F)c2)cc(=O)n(C)c1=O,3,-1,-4,40,-2,-11,6,0,-7.1,-40
CC(C)C1Cc2c(C#N)c(N)sc(=S)c2CO1 (stereo not drawn),9,.,1,-29,15,-10,-7,-1,1.4,29
O=C(CN1C(=O)C2C3c4ccccc4C(c4ccccc43)C2C1=O)N1CCOCC1 (stereo not drawn),.,-3,-3,29,.,-4,-12,-1,0.5,-29
Nc1cc2nc[nH]c2cc1N,-9,2,6,8,1,-14,10,2,1.6,-8
Nc1ncnc(Nc2ccccc2C(F)(F)F)n1,.,-1,1,17,0,-14,-1,-1,-2.1,-17
O=C(/C=C/c1ccc(Cl)cc1)c1ccc([N+](=O)[O-])o1,-98,0,8,15,-19,-10,-2,-2,-1.8,-15
COc1ccc(C(=O)CCC(=O)Nc2cccnc2)cc1OC,0,-5,-1,.,-6,-3,-3,3,-0.8,.
CN(C)[C@@H](CO)c1nnc([C@H](Cc2ccc(O)cc2)NC(=O)C2CCNCC2)o1,9,1,-1,12,1,-14,8,-2,-1.9,-12
COc1ccc(C2C(C#N)=C(N)Oc3cc(C)n(Cc4ccco4)c(=O)c32)cc1 (stereo not drawn),-12,-2,5,0,7,10,-26,3,2.7,0
CC(C)N1CCc2c(sc(NC(=O)Cc3ccccc3)c2C(N)=O)C1,.,-2,-4,25,-17,-8,-10,2,-1.2,-25
C/C=C(\C)CN1CCC(Oc2cc(C(=O)NC3CC3)ccc2OC)CC1,-1,0,3,4,3,-13,-2,2,-3.3,-4
O=C(C1CC(=O)N(C2CCCC2)C1)N1CCC(Cc2ccccc2)CC1 (stereo not drawn),-8,-2,2,9,.,6,-4,0,1.2,-9
O=C(Nc1nccs1)c1ccc2c(=O)n3c(nc2c1)CCCCC3,36,15,7,.,5,13,-14,6,-0.9,.
COCCNc1cc(C)c(C#N)c2nc3ccccc3n12,4,0,1,22,-199,-9,-12,5,0.4,-22
C[C@]12CCC(=O)C=C1CCC1C2CC[C@@]2(C)C1CCC21OCCO1 (stereo partly drawn),-7,-7,-4,-14,-2,7,2,3,0.1,14
c1cc2c(cn1)cnc1cscc12,0,2,-4,3,-1,-7,-15,-1,-2.2,-3
O=C1CC(N(Cc2ccc3c(c2)OCO3)C(=O)Nc2ccc(F)cc2)C(=O)N1c1ccccc1 (stereo not drawn),10,.,-1,10,-8,-12,-13,0,0.3,-10
NC(=O)c1ccsc1NC(=O)COC(=O)c1nc(Cl)ccc1Cl,-2,-3,4,26,0,-6,-9,-5,0.8,-26
COc1ccc(S(=O)(=O)N2CCC(C(=O)NCCc3c[nH]c4ccccc34)CC2)cc1,-11,-1,1,7,0,-6,-2,6,0.0,-7
CC(C)c1nnc(NC(=O)CCCC(=O)O)s1,-6,-1,0,16,0,-7,6,-2,-1.7,-16
Cc1cnc(C(=O)Nc2ccccc2-c2ccc(C)o2)cn1,3,.,8,-30,2,-8,-10,-1,-0.3,30
CC1Cc2ccccc2N1C(=O)CSc1ncc(-c2ccc(F)cc2)n1C (stereo not drawn),42,59*,-4,-6,.,-12,-1,-2,0.3,6
O=C(O)c1ccc(-c2ccc(/C=N/Nc3ccc([N+](=O)[O-])cc3)o2)cc1,8,-2,15,.,50*,20,-15,3,0.2,.
CCCCNCC(=O)Nc1ccc(NC(=O)CNCCCC)cc1,3,.,-9,-16,-5,-6,-2,2,-0.9,16
O=C(/C=C/c1ccccc1)Nc1ccc(Cl)cn1,31,?,2,-18,11,-11,8,10,-0.6,18
CCn1nnc(C(=O)O)c1C(=O)O,12,.,-1,18,9,1,0,-1,-2.1,-18
CC(NC(=O)C1CCCN1S(=O)(=O)c1cccc2cccnc12)c1ccccc1 (stereo not drawn),1,-2,-1,12,4,-2,-13,-1,1.2,-12
COc1cc(/C=C/C(=O)O)ccc1OCc1cnc(Cl)s1,2,1,.,0,-3,-7,2,.,-0.4,0
Nc1ccccc1C#CC(=O)c1ccccc1,-92,-11,-4,-34,6,-14,-23,3,1.6,34
CCn1ccnc1C(O)c1cccc2ccccc12 (stereo not drawn),8,-1,-2,41,-3,-5,-2,-3,-0.6,-40
O=C(CNC(=O)c1ccco1)NCC(=O)OCc1ccccc1Cl,-5,2,1,.,5,-6,2,1,-0.7,.
Cc1ccc(-c2cc(C(=O)N/N=C/c3c(C)nn(C)c3C)c3ccccc3n2)c(C)c1,-23,-10,0,-40,37,5,4,-2,0.0,40
CC(=O)Nc1c2c(nn1-c1ccccc1C)CS(=O)(=O)C2,4,-2,-4,4,-4,-16,6,1,-0.1,-4
COc1cc(OC)c(NC(=O)[C@@H]2CCC(=O)N2C2OC(=O)c3c2ccc(OC)c3OC)cc1Cl (stereo partly drawn),4,0,-2,2,4,0,-5,3,-1.1,-2
Cc1ccc(N(C(=O)Cn2nnc3ccccc32)C(C(=O)NC2CCCCC2)c2cn(C)nc2C)cc1 (stereo not drawn),3,-1,-1,18,-13,-18,-2,3,-1.7,-18
CC(=O)NCCC(=O)Nc1nc(-c2ccccc2Cl)cs1,17,-1,2,-14,-2,-7,-5,0,-1.6,14
Cc1ccsc1C(=O)N1CCCC(CCC(=O)NCc2ccccc2F)C1 (stereo not drawn),6,3,-5,-8,-4,-6,2,1,0.3,8
COc1ccccc1N(C(=O)c1ccco1)C(C(=O)NC1CCCC1)c1ccncc1 (stereo not drawn),2,-1,-4,26,1,1,-5,-2,-0.5,-26
COCCNC(=O)C1CC(c2ccc(C(F)(F)F)cc2)=NO1 (stereo not drawn),-2,0,1,12,-11,26,4,0,0.5,-12
CCOC(=O)N1CCN(C(=O)c2ccc(CS(=O)c3ccccc3)o2)CC1 (stereo not drawn),6,6,1,28,-4,-10,7,-3,-0.8,-28

# Structures above containing fluorine (11):
SMILES,MITF TRPM1 HTS,Wnt act,RTF Ca sens act,SR-BI uptake up,Rtt109 Vps75,PvdQ acylase,dFosB act,HTR5A ag ctr,CDK5 p35 inh,SR-BI DiI inh
C=CCN(C(=O)c1csnn1)C(C(=O)NC1CCCC1)c1ccccc1F (stereo not drawn),19,-6,-6,10,1,-3,-4,-1,0.5,-10
CCCCC(=O)N1CCN(c2nc3ccc(F)cc3s2)CC1,35,1,-4,8,24,7,-4,4,-1.5,-8
Cn1nc(C(F)(F)F)c(-c2cccc(C(F)(F)F)c2)c1NC(=O)CSCC(=O)O,-13,5,10,-1,20,3,2,1,0.3,1
CCOC(=O)Cn1ccc(NC(=O)COc2ccc(F)cc2)n1,0,2,-5,0,2,0,-3,2,-0.7,0
CC(C)C(NS(=O)(=O)c1cccc(C(F)(F)F)c1)C(=O)N1CCc2ccccc2C1 (stereo not drawn),2,-1,1,.,7,-14,-6,-7,-1.9,.
Cn1c(CNC(=O)CNC(=O)c2cccc(F)c2)cc(=O)n(C)c1=O,3,-1,-4,40,-2,-11,6,0,-7.1,-40
Nc1ncnc(Nc2ccccc2C(F)(F)F)n1,.,-1,1,17,0,-14,-1,-1,-2.1,-17
O=C1CC(N(Cc2ccc3c(c2)OCO3)C(=O)Nc2ccc(F)cc2)C(=O)N1c1ccccc1 (stereo not drawn),10,.,-1,10,-8,-12,-13,0,0.3,-10
CC1Cc2ccccc2N1C(=O)CSc1ncc(-c2ccc(F)cc2)n1C (stereo not drawn),42,59*,-4,-6,.,-12,-1,-2,0.3,6
Cc1ccsc1C(=O)N1CCCC(CCC(=O)NCc2ccccc2F)C1 (stereo not drawn),6,3,-5,-8,-4,-6,2,1,0.3,8
COCCNC(=O)C1CC(c2ccc(C(F)(F)F)cc2)=NO1 (stereo not drawn),-2,0,1,12,-11,26,4,0,0.5,-12

# Screens from PubChem.
